From PubChem
Akt phos inh: HTS Assay for Inhibitors of Akt Phophorylation: Primary Screen; Neuro2A IGF-stimulated pAkt S473 HTRF, 20 min; active compounds read low; activity change, % for hits at 50 µM; 360,000 compounds, 0.32% hits; AID 651550, 2012; in the data active means activity change below about -80%; inconclusive means mostly about -51% to -80%; further: on the % scale 0 is the no-effect control and ±100 the full control effect
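Neuro2A cells (4,500/well, DMEM with 0.5% FBS) were treated with compound at a single 50 µM final concentration, stimulated with 6 nM IGF for 20 min at 37 °C, and lysed. Phospho-Akt Ser473 was read by HTRF as 665/615 ratio ×10^4.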
D3 ag: qHTS of D3 Dopamine Receptor Agonist: qHTS | D3R DiscoveRx beta-arrestin cells, luminescence, 90 min | max activation, % | 410,000 compounds, 0.58% hits; in the data active means max activation above about 30%; further: 0% is about no effect; mostly tested at two doses, the higher about 12 µM
Target sequence (P35462 whole entry, looked up): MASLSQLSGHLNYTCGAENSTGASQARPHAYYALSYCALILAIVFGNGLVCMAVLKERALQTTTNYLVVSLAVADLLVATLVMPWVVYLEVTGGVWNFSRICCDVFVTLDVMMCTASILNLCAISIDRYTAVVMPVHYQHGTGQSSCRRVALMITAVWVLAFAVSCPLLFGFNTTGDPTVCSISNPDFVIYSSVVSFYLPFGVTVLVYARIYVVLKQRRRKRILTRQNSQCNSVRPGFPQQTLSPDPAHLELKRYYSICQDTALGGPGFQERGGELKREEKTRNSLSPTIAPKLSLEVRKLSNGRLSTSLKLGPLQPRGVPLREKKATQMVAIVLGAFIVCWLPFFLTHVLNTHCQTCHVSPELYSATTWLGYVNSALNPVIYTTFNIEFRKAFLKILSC
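Agonist-mode cell screen: cells plated at 1500/well and incubated overnight at 37 °C, then exposed to library compounds for 90 min at 37 °C. Detection reagent was added for 30–60 min at room temperature, and luminescence was read.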
DRD3 antagonist: qHTS of D3 Dopamine Receptor Antagonist: qHTS. 360,000 compounds, 2.5% hits. max response, negative = inhibition, %. D3R cells, DiscoveRx beta-arrestin luminescence, antagonist mode; active compounds read low; in the data active means max response below about -50%; inconclusive means no clear call, values can overlap the other calls; further: on the % scale 0 is the no-effect control and ±100 the full control effect; mostly tested at two doses, the higher about 12 µM
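Cells expressing the human receptor were seeded at 1500 cells/well, incubated overnight at 37 degrees C in 5% CO2, then exposed to library compounds with dopamine controls for 90 minutes at 37 degrees C before luminescent detection.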
CCT chaperon mod: High-Throughput Screening for Modulators of Cytosolic Chaperonin Activity; purified chaperonin ATPase assay, HTRF ADP detection, 30 min; activity change, % (no concentration beside the values), hits read low; 360,000 compounds, 0.3% hits; AID 651819, 2012; in the data active means activity change below about -30%; further: on the % scale 0 is the no-effect control and ±100 the full control effect
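TRiC at 40 or 20 nM final (batch-dependent) in 30 mM Tris pH 7.4, 100 mM KCl, 5 mM MgCl2, 1 mM DTT, with compound at single 76 uM and 10 uM ATP, 30 min at 37 deg C. ADP detected by HTRF Transcreener, 665/615 ratio.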
EPAC2 agonist: qHTS for Agonist of cAMP-regulated guanine nucleotide exchange factor 4 (EPAC2): primary screen. AID 720711, 2013. Potency, µM (series often up to 154 µM), without a hit: at the highest dose activation, most hits filed as activators. 360,000 compounds, 0.079% hits. EPAC2 activation, biochemical qHTS; response scale: 100% = 6.5 mM cAMP response; further: potency means the concentration at half of the fitted maximal effect; nearly all actives have a fitted effect of over 50% in size
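In this primary screen, activation is scored as increased exchange of BODIPY-GDP from Rap1B by 100 nM EPAC2, with 50 uM GDP as competitor. Signal is normalized to the 6.5 mM cAMP agonist control.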
MmCpn inh: Inhibitors of TCP-1 ring complex (TRiC) of Methanococcus maripaludis (MmCpn): qHTS | Chaperonin Mm-Cpn (Methanococcus maripaludis) | purified Mm-Cpn ATPase, ADP Transcreener TR-FRET | Potency, µM (doses to about 76.9 µM), for inactives: at the top dose activity, negative = inhibition, hits mostly inhibitors | 330,000 compounds, 0.031% hits | AID 504842, 2011; further: potency means the concentration at half of the fitted maximal effect; on the % scale 0 is the no-effect control and ±100 the full control effect; nearly all actives have a fitted effect of over 80% in size
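Eu-cryptate anti-ADP/ADP-d2 competition gives a ratio inversely related to ADP. Enzyme at 25 nM was pre-exposed to compound for 10 min, then given 10 uM ATP for 30 min, 37°C throughout.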
EPAC2 antagonist: qHTS for Antagonist of cAMP-regulated guanine nucleotide exchange factor 2 (EPAC2): primary screen; EPAC2 GEF exchange of Rap1B-BODIPY-GDP, fluorescence; Potency, µM (series often up to 114 µM), without a hit: at the top dose activity, negative = inhibition, hits mostly inhibitors; 360,000 compounds, 0.18% hits; AID 720708, 2013; further: potency means the concentration at half of the fitted maximal effect; on the % scale 0 is the no-effect control and ±100 the full control effect; nearly all actives have a fitted effect of over 45% in size; many of its hits are not listed in these tables
PTHR1 ag: qHTS for PTHR1 Agonists: Primary Screen; Parathyroid hormone/parathyroid hormone-related peptide receptor (Homo sapiens), Q03431; HEK293 GP2 PTHR1 cells, GloSensor cAMP luminescence, 1 h; Potency, µM (doses to about 115 µM), without a hit: top-dose activation, most hits filed as activators; 410,000 compounds, 0.075% hits; AID 743266, 2014; further: potency means the concentration at half of the fitted maximal effect; nearly all actives have a fitted effect of over 55% in size; some results filed as inactive show a strong effect at the top dose; inactives centre near -15; many of its hits are not listed in these tables
Target sequence (Q03431 whole entry, looked up): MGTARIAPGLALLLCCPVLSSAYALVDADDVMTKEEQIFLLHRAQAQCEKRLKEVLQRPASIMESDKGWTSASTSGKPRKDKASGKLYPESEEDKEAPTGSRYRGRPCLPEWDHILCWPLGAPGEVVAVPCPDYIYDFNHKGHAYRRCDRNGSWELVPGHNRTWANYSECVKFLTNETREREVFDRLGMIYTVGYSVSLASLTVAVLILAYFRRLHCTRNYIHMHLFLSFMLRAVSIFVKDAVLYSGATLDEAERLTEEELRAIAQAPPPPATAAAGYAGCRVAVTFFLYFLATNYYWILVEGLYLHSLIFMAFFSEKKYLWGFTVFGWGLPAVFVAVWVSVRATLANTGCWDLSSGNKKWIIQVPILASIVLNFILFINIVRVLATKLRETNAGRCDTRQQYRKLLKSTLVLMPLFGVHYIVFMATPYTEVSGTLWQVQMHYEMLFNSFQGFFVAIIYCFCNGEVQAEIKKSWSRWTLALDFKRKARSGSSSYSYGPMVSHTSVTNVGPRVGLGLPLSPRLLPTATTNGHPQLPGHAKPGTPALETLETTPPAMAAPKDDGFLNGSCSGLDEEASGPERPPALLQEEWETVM
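HEK-293-derived GP2 cells expressing PTHR1 and a GloSensor cAMP reporter, 3,000/well, plated overnight, given luciferin plus IBMX (each 0.5 mM as added) for 1 h at 37 °C, then compound for 1 h at 37 °C. Luminescence was read after 15 min at room temperature.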
Starred values were filed as active, the others as inactive; i = inactive; ? = inconclusive; / = not tested or not shown; & = joins results of further samples; [ ] = remark or other dose. Unless noted, the call rests on the fitted dose curve; in most records, active means well fitted curve in the direction sought with a large enough effect; inconclusive means small, poorly fitted or top-dose-only effect, or another doubt; inactive means no such curve, though single readings can be large; an effect the other way counts as inactive or inconclusive. This is a subset; the hit share may differ from the screen's.

SMILES	Akt phos inh	D3 ag	DRD3 antagonist	CCT chaperon mod	EPAC2 agonist	MmCpn inh	EPAC2 antagonist	PTHR1 ag
CCCCNC(=O)C1C(c2ccc(C(F)(F)F)cc2)=Nc2ccccc2N1C(=O)c1ccc2nc(C)[nH]c2c1 (stereo not given)	i	-10	?	/	-11%	/	26%	i
Oc1ccccc1C=Nc1cccc2ccccc12	i	0	18	-0.1	-3%	-3%	-6%	i
CCc1cc(C(=O)N2CCCC(CCC(=O)NCc3cccc(OC)c3)C2)no1 (stereo not given)	i	6	11	-0.6	2%	3%	-14%	i
COc1ccc(C(=O)C2CCCN(C(=O)c3cc(C(C)C)no3)C2)cc1F (stereo not given)	i	4	25	1.5	-33%[inhibitor]	4%	-3%[57.1 µM]	-4%
O=C(COc1ccc(Cl)cc1)Nc1ccccc1C(=O)NCc1ccco1	i	9	12	-4.3	8%	2%	2%	-3%
COc1ccc(Cl)cc1NC(=O)N(C)Cc1c(C)nn(C)c1C	i	-7	22	-1.9	4%	-1%	18%	i
CCNS(=O)(=O)c1ccc(Br)c(C(=O)OC(C)C(=O)NCC2CCCCC2)c1 (stereo not given)	i	-4	-3	-0.8	9%	0%	15%	i
COCC(=O)Nc1nnc(-c2cccs2)s1	i	-3	-72*	-4.6	13%	-5%	-4%	-3%[57.5 µM]
CCCCOc1ccc(C(=O)N/C(=C/C=C/c2ccccc2)C(=O)NCCO)cc1	i	8	5	2.0	2%	0%	-23%	i
CC(=O)NC(=S)Nc1ccc(NC(=S)NC(=O)/C=C/c2ccco2)cc1	i	-4	-11	-0.3	0%	-4%	0%	-23%
O=C1CC(N2CCN(Cc3ccc4c(c3)OCO4)CC2)C(=O)N1c1cccc(Cl)c1 (stereo not given)	i	-2	-6	0.0	-4%	-3%	-3%	-20%[57.5 µM]
CCc1nn(CC(=O)NCCc2ccc(OC)cc2OC)c(=O)c2cc3occc3n12	i	6&5	-3	-0.2	5%	2%	-3%	-8%
Cc1c(C)c(C)c(C(=O)CCc2cccc(NC(=O)CCC(=O)O)c2)c(C)c1C	i	9	22	-4.7	3%	1%	-28%	-2%
COc1ccc(C=C2Cc3ccccc3C2=O)cc1	i	-8	0	-6.6	11%	/	-12%	-88%[inhibitor]
Cc1ccc(C(=O)CNc2ccc(C)c(Cl)c2)cc1	i	3	0	0.9	1%	1%	-30%	-8%
CCn1c(/C=C/c2ccc(O)c(O)c2)nc2ccccc2c1=O	i	0	-18	-2.7	11%	-3%	12%	-12%
COc1cccc(CCNC(=O)CCc2nnc(Cc3cc(OC)ccc3OC)o2)c1	i	5	?	0.2	8%	-10%	-3%	i
CC(C)c1ccc(S(=O)(=O)Nc2ccc(-n3cnnn3)cc2)cc1	i	3	4	-0.4	6%	1%	-6%	-6%
Cc1ccc(-n2c(=O)[nH]cc(C(=O)N3CCc4ccccc43)c2=O)cc1C	i	3	11	0.7	8%	1%	-7%	-21%
COCCN(Cc1cc2ccc(C)c(C)c2nc1Cl)C(=O)N1CCOCC1	i	-4	7	-6.1	6%	0%	0%	-4%
CCOC(=O)N1CCN(S(=O)(=O)c2ccc(C(=O)N(CCCN(C)C)c3nc4ccc(CC)cc4s3)cc2)CC1	i	-8	-23	-0.4	4%	-2%	-8%	i
O=C1/C(=C/c2cccc(F)c2)CSc2sccc21	i	-19	0	-3.5	17%	-3%	-2%	-22%
CC1=C(C(=O)N2CCOCC2)C(c2cccc3ccccc23)NC(=S)N1 (stereo not given)	i	-6	-6	-2.9	9%	-1%	-3%	i
O=C(Cn1c(=O)c2cccn2c2ccccc21)NCc1cccc(F)c1	i	-8	-6	0.7	2%	-14%	14%	i
COc1cc(CSC)nc(-c2ccccc2)n1	i	3	0	-2.5	16%	1%	-24%	i
O=C(Cn1cnc2ccccc21)c1ccc(Cl)cc1	i	4	-2	1.4	-1%	-2%	0%	-34%[inhibitor]
COCCNC(=O)C(c1ccc(Cl)cc1)N(C(=O)CCC(=O)Nc1ccccn1)C1CCCC1 (stereo not given)	i	-3	-16	-0.2	7%	1%	-7%	i
Brc1ccccc1-c1nnc(COc2ncnc3c2cnn3-c2ccccc2)o1	i	-7	-8	-0.6	17%	0%	-7%	-62%[inhibitor][57.5 µM]
Cc1ccc(NC(=O)c2c(O)c3ccccc3n(C)c2=O)nc1	i	1	-16	-2.5	-11%	-1%	-4%	i
CC(C)(C)c1ccc(OCCC(=O)OCC(=O)N2c3ccccc3NC(=O)C2(C)C)cc1	i	12	14	0.4	-11%	-3%	-20%	-36%[inhibitor]
O=C(COC(=O)C1CC1)NCc1ccc(Cl)cc1Cl	i	-2	-11	-0.2	13%	1%	-7%	-10%
C[C@H](CO)N1C[C@H](C)[C@H](CN(C)S(=O)(=O)c2cccs2)Oc2ncc(-c3cc4ccccc4o3)cc2C1=O	i	-7	0	-0.8	11%	/	-2%	i
COc1ccc(/C=C/C(=O)N(CC(C)C)CC(C)C)cc1Br	i	0	10	2.8	0%	0%	-9%	i
Cc1ccc(OCCSc2nc3ncnc(N)c3[nH]2)cc1	i	-2	-5	-8.1	-9%	0%	-1%	-13%
CC(C)C[C@@H]1Cc2[nH]c(=S)[nH]c(=O)c2[C@H](C)O1	i	-3	-14	0.8	1%	/	3%	-21%
O=C(Cc1ccc(F)cc1)N(c1ccccc1)C1C=CS(=O)(=O)C1 (stereo not given)	i	3	-2	1.9	5%	1%	4%	i
CCCN(CC(=O)Nc1ccccc1C)C(=O)COC(=O)CSc1ccc([N+](=O)[O-])cc1	i	3	19	0.3	-3%	0%	-6%	i
O=C(O)c1ccccc1C(=O)Nc1ccc(Oc2ccccc2)cc1	i	3	-9	-6.8	15%	-21%	-7%	-3%
COc1ccc(Cl)cc1NC(=S)NCc1ccc(S(N)(=O)=O)cc1	i	-1	-28	-0.1	-15%	-5%	-1%	-1%
O=C(CCN1CCN(c2ccccc2)CC1)Nc1ccc2c(c1)OCO2	i	26	?	-2.9	2%	0%	-10%	i
Cn1c(=N)c(S(=O)(=O)c2ccccc2)cc2c(=O)n3ccccc3nc21	i	6	22	-2.3	-30%	1%	-7%	?
CCCS(=O)(=O)NC(=O)C1(C)CCCN(C(=O)c2cccnc2Oc2ccccc2)C1 (stereo not given)	i	10	16	-3.5	8%	/	9%	i
COc1cc(/C=C/C(=O)OCC(=O)c2ccc3c(c2)NC(=O)CO3)ccc1OC(F)F	i	3	13	0.5	-2%	-2%	-3%	i
CC1(C)Cc2nc3sc4c(SCC(=O)NCc5ccco5)ncnc4c3cc2CO1	i	-2	-3	-2.1	-11%	1%	32%[activator]	-24%
CN(C)CCNC(=O)c1ccc(Cl)c2cc3ccccc3nc12	i	-4	-8	-1.4	10%	/	-3%	i
CN1CCN(Cc2nc(N)nc(Nc3ccc4c(c3)OCCO4)n2)CC1	i	-5	-8	1.4	5%	2%	14%	i
Cc1ccc(C)c(OCCNc2ccc([N+](=O)[O-])cn2)c1	i	1	-2	0.6	7%	0%	-5%	-29%
C=CCNC(=O)C1CC(=O)N(c2ccc(OCC(=O)Nc3ccc(CC)cc3)cc2)C1 (stereo not given)	i	9	13	-4.4	-2%	-1%	-1%	i
C[C@H]1CN([C@@H](C)CO)C(=O)Cc2cc(NC(=O)C3CC3)ccc2O[C@H]1CN(C)Cc1ccc(Oc2ccccc2)cc1	i	8	19	-1.7	2%	0%	-17%	-8%
COc1ccc(NC(=O)CSc2nnc(-c3ccc(C)cc3)n2N)cc1	i	1	27	-0.3	-2%	0%	3%	i
CN(c1ccccc1C(=O)O)S(=O)(=O)c1ccc2c3c(cccc13)C(=O)N2	i	5	-10	-2.5	1%	-1%	-1%	-3%[57.5 µM]
O=C(CCCC(=O)N(CC(=O)NC1CCCC1)C1CCCC1)Nc1ccccn1	i	-1	4	-0.5	1%	0%	13%	i
Cc1nc2cc3ccccc3cc2c(=O)[nH]1	i	-1	-7	-0.2	11%	2%[15.4 µM]	4%	i
COc1ccc2nc(C)cc(SCC(=O)Nc3c(C)cccc3C)c2c1	i	8	-9	0.6	5%	-2%	3%	-10%
CCCC(c1nnnn1Cc1ccc2c(c1)OCO2)N1CCC(C(N)=O)CC1 (stereo not given)	i	16	2	-1.3	3%	?	10%	i
CCOc1ccc(C2c3[nH]c4ccccc4c3C[C@H]3C(=O)N(C4CCN(Cc5ccccc5)CC4)CC(=O)N23)cc1OC (stereo not given in full)	i	0	-19	-1.0	10%	1%	-8%	-19%
CC(C)Cn1c(=O)c(C(=O)Nc2ccccc2S(N)(=O)=O)c(O)c2ccccc21	i	7	?	-2.5	10%	1%	0%	-96%[inhibitor]
Cc1nc(Nc2ccc(Cl)cc2)c2oc3ccccc3c2n1	i	10	26	1.2	-7%	-12%	4%	i
Cc1cc(C)n(C(=O)c2cc(F)c(F)cc2C)n1	i	1	-3	0.5	4%	5%	-7%	-9%
